# Screening data as filed in PubChem BioAssay.
# A-T KAP1 phos: qHTS Assay for Identifying a Potential Treatment of Ataxia-Telangiectasia; Potency, µM (titrated, usually from 57.5 µM), without a hit: at the highest dose activation, most hits filed as activators; AID 485349, 2010; 0.19% of 320,000 active; […] A-T fibroblasts, KAP-1 phosphorylation AlphaLISA; neocarzinostatin DNA damage 30 min before lysis; further: potency means the concentration at half of the fitted maximal effect; % of control where 0% means no effect; nearly all actives have a fitted effect of over 45% in size
#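 hTERT-immortalized A-T patient fibroblasts ([…]), 500 cells/well in OPTI-MEM, 1% FBS, got compounds for 60 min, then NCS for 30 min at 37C. Lysates were then assayed for phospho-KAP-1 by AlphaLISA (anti-pKAP1 donor, anti-KAP1 acceptor beads), 6 hr at 25C.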
# S-ASM inh: Inhibitors of Secretory Acid Sphingomyelinase (S-ASM): qHTS. 0.006% of 340,000 active. Sphingomyelin phosphodiesterase (Homo sapiens), P17405. placental ASM, HMU-PC fluorogenic substrate, 60 min. AID 504937, 2011. Potency, µM (titrated, usually from 57.5 µM), without a hit: top-dose activity change, negative = inhibition, actives largely listed as inhibitors; further: potency means the concentration at half of the fitted maximal effect
# Target sequence (P17405 47-631 limits assumed): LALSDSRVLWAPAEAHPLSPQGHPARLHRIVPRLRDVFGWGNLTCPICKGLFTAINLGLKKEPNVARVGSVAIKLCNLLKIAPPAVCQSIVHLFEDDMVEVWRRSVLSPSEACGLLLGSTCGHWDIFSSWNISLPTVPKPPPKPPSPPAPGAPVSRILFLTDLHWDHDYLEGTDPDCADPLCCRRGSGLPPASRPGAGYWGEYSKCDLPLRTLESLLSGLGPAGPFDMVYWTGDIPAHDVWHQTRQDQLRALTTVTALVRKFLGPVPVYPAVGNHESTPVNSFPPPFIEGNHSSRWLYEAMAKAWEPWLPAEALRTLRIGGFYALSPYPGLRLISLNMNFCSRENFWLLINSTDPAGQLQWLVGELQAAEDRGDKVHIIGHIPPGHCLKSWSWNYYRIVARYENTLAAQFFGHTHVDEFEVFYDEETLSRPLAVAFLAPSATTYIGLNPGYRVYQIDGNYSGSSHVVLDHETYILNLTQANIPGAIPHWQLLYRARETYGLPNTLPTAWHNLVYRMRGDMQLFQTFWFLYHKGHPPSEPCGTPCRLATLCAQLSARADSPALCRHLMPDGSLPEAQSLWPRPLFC
#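 Fluorescence read-out (Ex 386 nm, Em 447 nm) after stopping the reaction at pH 10. Enzyme: ASM from human placenta; substrate HMU-PC0, 9 uM final; 60 min, 37 °C. Compound preincubation 10 min, ambient temperature.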
# a7 integrin act: qHTS for Activators of Integrin-Mediated Alleviation for Muscular Dystrophy. alpha7betagal myoblasts, beta-gal FDG fluorescence, 48 h. 0.064% of 350,000 active. Potency, µM (top dose mostly 38.3 µM), without a hit: top-dose activation, hits mostly activators;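 further: potency means the concentration at half of the fitted maximal effect; 100% = response of the positive control SU9516; nearly all actives have a fitted effect of over 60% in size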
#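 alpha7betagal+/- myoblasts (passage 13, 250/well) treated 48 h at 37C with compounds at 1:260 dilution of DMSO stock. Lysed, then beta-galactosidase activity read as FDG fluorescence (ex 480/em 540) after 30 min, with pre-read for autofluorescence.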
# Menin MLL FP TR: qHTS Assay for Inhibitors Targeting the Menin-MLL Interaction in MLL Related Leukemias: Competition With Texas Red Labeled MLL-derived Mutant Peptide; O00255; Menin + Texas Red MLL mutant peptide, fluorescence polarization; Potency, µM (doses to about 61.6 µM), for inactives: top-dose FP activity change, negative = inhibition, usual class: inhibitors; 0.23% of 270,000 active; AID 1768, 2009; active means well fitted inhibition curve with a large enough effect in the polarisation, with a control signal flat, not every such curve was filed as active; inconclusive means small, poorly fitted or top-dose-only effect, or effect the other way, or a change in a side signal; inactive means no such curve, though single readings can be large or run the other way; the % refers to the polarisation; further: potency means the concentration at half of the fitted maximal effect; % of control where 0% means no effect; many of its hits are not listed in these tables
# Mito fusion yeast: qHTS Assay for Small Molecule Inhibitors of Mitochondrial Division or Activators of Mitochondrial Fusion | S. cerevisiae fusion-defective mutant growth rescue, CellTiterGlo 48 h | Potency, µM (series often up to 46.1 µM), for inactives: top-dose growth rescue (activation), most hits filed as activators | 0.23% of 320,000 active | AID 485298, 2010;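 further: potency means the concentration at half of the fitted maximal effect; % of control where 0% means no effect; nearly all actives have a fitted effect of over 45% in size; temperature-sensitive fusion mutants such as fzo1-1 at 37 °C on non-fermentable ethanol glycerol medium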
#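 Growth-rescue viability read-out: after 48 h at the non-permissive 37C in glycerol/ethanol YPEG, yeast mitochondrial fusion mutants are measured by CellTiterGlo luminescence; compounds (23 nl pinned per well) restoring growth score as division inhibitors or fusion activators.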
# MLL CXXC-DNA inh: qHTS Fluorescence Polarization Assay for Inhibitors of MLL CXXC domain - DNA interaction; Potency, µM (titrated, usually from 115 µM), without a hit: at the top dose activity change, negative = inhibition, most hits filed as inhibitors; 0.037% of 290,000 active; MLL-CXXC / FITC-HOXA9 DNA fluorescence polarization; Histone-lysine N-methyltransferase 2A (Homo sapiens), Q03164; AID 2662, 2010; active means well fitted inhibition curve with a large enough effect in the polarisation, with a control signal flat, not every such curve was filed as active; inconclusive means small, poorly fitted or top-dose-only effect, or effect the other way, or a change in a side signal; inactive means no such curve, though single readings can be large or run the other way; the % refers to the polarisation; further: potency means the concentration at half of the fitted maximal effect
#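 Steps: dispense CXXC domain solution (7 uM) → pin compounds or unlabeled HOX-A9 DNA control → 5 min ambient → add FLSN-HOX-A9 solution (50 nM) → spin → 30 min ambient → fluorescence polarization. Tris pH 7.5/NaCl/DTT/BSA buffer.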
# TCR act: Activators of T cell receptors: qHTS campaign. primary human leukocytes, anti-CD3, IL-2 HTRF, 48 h. Potency, µM (top dose mostly 9.22 µM), for inactives: top-dose activation of IL-2 secretion, actives largely listed as activators. 330,000 tested, under 10 active. AID 504894, 2011; further: % of control where 0% means no effect
#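 IL-2 release read by HTRF sandwich (Eu cryptate donor, d2 acceptor, 665 nm emission) after 48 hr exposure of primary human leukocytes to compound together with anti-CD3 beads in the absence of co-stimulatory signals.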
# TSHR antag: Antagonists of the Thyroid Stimulating Hormone Receptor: HTS campaign; Thyrotropin receptor (Homo sapiens), P16473; TSHR-expressing cells, TSH-stimulated cAMP HTRF, 2 h; hits give low values; activity change, negative = inhibition, % at 11.5 µM; 0.2% of 330,000 active;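 active means activity change below a set negative limit, meaning inhibition stronger than a set level, cut at about -70% in these data; inconclusive means activity change between two set negative limits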; further: on the % scale 0 is the no-effect control and ±100 the full control effect
#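 Competitive HTRF cAMP read-out (cryptate anti-cAMP antibody, cAMP-d2; 30 min, room temperature) in freshly harvested TSHR cells. Compounds added before TSH at EC80 (4nM final), followed by 2 hours' incubation at 37 deg C.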
# TSG101-PTAP inh: qHTS Assay for Iinhibitors of HIV-1 Budding by Blocking the Interaction of PTAP/TSG101. AID 493005, 2010. Tumor susceptibility gene 101 protein (Homo sapiens), Q99816. 340,000 tested, under 10 active. Fluorescence polarization, FITC-PTAP peptide / Tsg101 binding. Potency, µM (top dose mostly 115 µM), inactives show at the top dose activity change, negative = inhibition, actives largely listed as inhibitors; active means well fitted inhibition curve with a large enough effect in the main read-out, with a control signal flat, not every such curve was filed as active; inconclusive means small, poorly fitted or top-dose-only effect, or effect the other way, or a change in a side signal; inactive means no such curve, though single readings can be large or run the other way; further: potency means the concentration at half of the fitted maximal effect; % of control where 0% means no effect
# Target sequence (Q99816 whole entry, looked up): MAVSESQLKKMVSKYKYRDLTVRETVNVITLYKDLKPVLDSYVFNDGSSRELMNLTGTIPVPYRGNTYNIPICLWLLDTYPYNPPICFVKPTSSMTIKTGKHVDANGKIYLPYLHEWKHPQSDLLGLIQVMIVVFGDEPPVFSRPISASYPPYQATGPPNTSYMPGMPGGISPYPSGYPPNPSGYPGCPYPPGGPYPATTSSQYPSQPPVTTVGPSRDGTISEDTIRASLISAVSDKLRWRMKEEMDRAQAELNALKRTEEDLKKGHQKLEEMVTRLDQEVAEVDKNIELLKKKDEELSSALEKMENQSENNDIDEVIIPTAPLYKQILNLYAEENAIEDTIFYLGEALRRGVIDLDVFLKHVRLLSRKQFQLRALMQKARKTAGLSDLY
#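 Fluorescence anisotropy tracks displacement of a FITC-tagged PTAP peptide (50 nM) from the Tsg101 binding domain (10 uM), following a 20 min room-temperature incubation at pH 7.5.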
# MBNL1-CUG inh: qHTS Assay for Inhibitors of MBNL1-poly(CUG) RNA binding | Muscleblind-like protein 1 (Homo sapiens), Q9NR56 | TR-FRET MBNL1-His/biotin-(CUG)12 binding, 665/545 ratio | Potency, µM (top dose mostly 57.5 µM), for inactives: top-dose activity change, negative = inhibition, hits mostly inhibitors | 0.036% of 280,000 active | AID 2675, 2010; active means well fitted inhibition curve with a large enough effect in the signal ratio, with a control signal flat, not every such curve was filed as active; inconclusive means small, poorly fitted or top-dose-only effect, or effect the other way, or a change in a side signal; inactive means no such curve, though single readings can be large or run the other way; the % refers to the signal ratio; further: potency means the concentration at half of the fitted maximal effect; on the % scale 0 is the no-effect control and ±100 the full control effect
#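 His-tagged MBNL1 binding to biotinylated (CUG)12 RNA was measured by TR-FRET using terbium anti-His antibody (0.055 ng/ul final) and streptavidin-XL665 (5 nM final). Compounds were titrated 92 nM to 58 uM; 60 min at room temperature.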
# * marks the source's active call; other numbers are inactive results; ? = inconclusive; / = not tested or not shown; [ ] = another dose, or the depositor's remark. Unless noted, the call rests on the fitted dose curve; in most records, active means well fitted curve in the direction sought with a large enough effect; inconclusive means small, poorly fitted or top-dose-only effect, or another doubt; inactive means no such curve, though single readings can be large; an effect the other way counts as inactive or inconclusive.
Compound,A-T KAP1 phos,S-ASM inh,a7 integrin act,Menin MLL FP TR,Mito fusion yeast,MLL CXXC-DNA inh,TCR act,TSHR antag,TSG101-PTAP inh,MBNL1-CUG inh
CC(C(=O)Nc1ccc2c(c1)OCCO2)N(C)CC(=O)Nc1ccccc1Br (stereo not drawn),0.0%,-1.6%,-15.9%,/,-3.5%,/,2.9%,-1.0,-4.0%,/
Cc1cccc(OCC(=O)NNS(=O)(=O)c2ccccc2F)c1,6.2%,0.4%,7.2%,-20.1%,1.3%,10.8%,-2.5%,-13.4,-0.1%,-1.3%
N#Cc1nc(COc2ccccc2Cl)oc1NCc1cccnc1,?,26.3%,-12.6%[7.66 µM],5.5%,12.6%,8.4%,-2.8%,8.7,-4.3%,-7.4%
COC(=O)c1ccccc1NC(=O)COC(=O)c1ccc(C)c(NC(=O)c2ccco2)c1,4.4%,-5.0%,21.2%,1.8%,-4.6%,7.7%,-2.2%,-13.5,-4.5%,7.2%
N#CC1=C(N)N2C(=C(C#N)C13CCCCC3)SC1CCCCC12O (stereo not drawn),-0.6%,-4.2%,-16.1%,25.1%,4.2%,5.6%,-0.3%,-0.4,-10.6%,?
COc1ccc(CCNc2cc(C)nc3c(-c4ccc(Cl)cc4)c(C)nn23)cc1OC,1.1%,-6.3%,-39.2%,35.3%[activator],26.7%,?,0.1%[46.1 µM],-4.3,-1.4%,0.4%
CCOC(=O)c1sc2nc(C)nc(Nc3ccccc3)c2c1C,-1.6%,10.2%,3.4%,4.4%,10.4%,9.2%,-6.7%,-12.3,-12.8%,-3.4%
COc1ccc(NS(=O)(=O)c2ccc(Oc3ncccn3)cc2)cc1,1.7%,-2.1%,-8.6%,12.6%,1.8%,2.3%,-28.2%,-1.5,-3.1%,0.3%
Fc1ccc(Oc2nccc(-c3ccc(Cl)cc3)n2)cc1,11.1%,-10.0%,4.9%,-22.9%,21.2%,-7.4%,-6.8%,16.0,-1.3%,?
O=C(NCCNc1ccc([N+](=O)[O-])cc1C(F)(F)F)c1ccccc1F,-1.7%,-10.8%,-22.2%,30.0%[activator],-5.4%,3.1%,-1.4%,2.4,-4.9%,?
Cc1cc(C)cc(Oc2ccc(-c3nnc(-c4ccccc4)o3)cc2[N+](=O)[O-])c1,3.8%,1.6%,?,4.5%,-2.5%,4.5%,-1.6%[46.1 µM],0.9,-5.4%,-5.1%
Cc1sc(C(C2C(=O)CC(C)(C)CC2=O)C2C(=O)CC(C)(C)CC2=O)cc1[N+](=O)[O-],-5.1%,3.1%,-35.1%,?,-2.7%,-16.0%,-3.0%,-5.1,-7.7%,?
COc1ccc2c(c1)C(=O)N1[C@H]3c4cc(Br)ccc4OC[C@@H]3[C@H](c3ccccc3)[C@]1(C)C(=O)N2,14.5%,-20.1%,-20.0%,/,?,/,-1.7%,-18.1,2.0%,/
Cc1ccc(C)c(OCCCC(C)(C)C(=O)O)c1,28.2%,4.7%,/,-10.8%,?,-5.3%,6.0%,22.8,-1.7%,?
CCCc1nc2ccccc2c(C(=O)N(CC)CC(=O)NCc2cccs2)c1CC,5.9%,1.8%,-6.2%,/,8.0%,/,-4.2%,4.8,-4.2%,/
COc1ccc(Cl)cc1NC(=O)CN(C)CC(=O)Nc1cccc(S(=O)(=O)N2CCCC2)c1,6.9%,-1.8%,-33.9%,/,0.1%,/,/,-9.5,-3.6%,/
CSc1nnc2c3ccccc3n(CCc3ccccc3)c2n1,-0.6%,-18.2%,-37.2%,?,19.7%,5.6%,-16.8%,-1.8,-5.8%,56.4%[activator]
Nc1cc[n+](CC(=O)c2ccccc2)cc1,-10.0%,2.0%,-9.1%,-21.2%,2.1%,28.3%,0.7%,-1.0,-1.0%,3.5%
CS(=O)(=O)N(CC(=O)N1CCOCC1)c1cccc(F)c1,15.0%,2.2%,12.8%,20.9%,4.2%,-4.2%,/,-93.2*,-3.9%,-2.5%
CCOc1cc(C2NC(=O)NC(O)(C(F)(F)F)C2C(=O)c2ccc(OC)cc2)ccc1O (stereo not drawn),8.0%,1.2%,4.8%,-8.8%,13.5%,5.1%,0.8%,37.8,-8.9%,-7.7%
O=C(NCc1cccnc1)Nc1cc(Cl)cc(Cl)c1,-1.5%,-2.0%,-9.8%,54.8%[activator],-1.2%,2.6%,-1.4%,7.9,-7.0%,-7.2%
CC1CCN(C(=S)c2ccc(N(C)C)cc2)CC1,-4.3%,-0.6%,-11.0%,-19.3%,-9.4%,-10.8%,-3.0%,-1.4,-8.8%,0.8%
COC(=O)c1ccccc1NC(=S)N(C)C,7.6%,4.6%,33.8%,/,-2.4%,-12.9%,-1.3%,-0.9,-2.0%,-3.2%
COc1ccc(CNC(=O)CN(C)Cc2ccc(SC)cc2)cc1,1.7%,6.8%,-14.1%,-16.3%,-1.8%,2.3%,-11.1%,9.1,0.7%,-11.4%
Cc1ccc(C(=O)NC2CC2)cc1S(=O)(=O)N1CCOCC1,-2.8%,3.1%,3.2%,/,0.6%,/,-1.1%,9.1,-2.0%,/
COc1cccc(NC(=O)N2CCCC2C(=O)Nc2cc(C)ccc2OC)c1 (stereo not drawn),6.4%,8.2%,-30.2%[inhibitor],18.9%,-2.1%,13.6%,-4.4%,-1.8,-0.6%,-3.3%
COC(=O)c1nn(-c2ccc(OC)cc2)c(=O)cc1Oc1cccc(Cl)c1,4.8%,-0.5%,-12.7%,-15.1%,7.7%,4.5%,-2.1%,-1.3,-6.8%,?
CCCNC(=O)Cn1c(=O)/c(=C/c2ccc(-c3ccc([N+](=O)[O-])cc3)o2)s/c1=C\C(=O)C(C)(C)C,/,-21.6%,0.3%,/,/,/,0.2%,/,?,/
c1ccc(-c2nnc(SCCC3OCCCO3)o2)cc1,3.4%,-0.5%,15.4%,/,-6.4%,3.8%,-0.2%,-5.4,-2.5%,-0.1%
CC(Oc1ccccc1)C(=O)Nc1nnc(S(=O)(=O)Nc2ccccc2)s1 (stereo not drawn),2.6%,-4.4%,9.3%,12.1%,7.6%,-11.6%,4.0%,-3.6,-1.7%,-3.2%
O=C(N/N=C/c1cccnc1)c1ccc([N+](=O)[O-])cc1Cl,-0.9%,-1.2%,-1.1%,2.3%,-0.5%,-6.2%,0.9%,3.1,0.0%,?
CCOc1ccc(N(CC(=O)NCC2CCCO2)S(=O)(=O)c2ccc(OC)c(OC)c2)cc1 (stereo not drawn),-2.0%,1.1%,-42.1%,-8.8%,-2.4%,-5.8%,6.0%[46.1 µM],2.9,-2.6%,-1.1%
O=C(CSc1nnnn1-c1ccc(Cl)c(C(=O)O)c1)NC(c1ccccc1)c1ccccc1,8.1%,5.6%,14.6%,/,3.6%,-3.7%,-32.0%,26.2,-4.5%,-10.6%
S=C(c1ccc(Br)cc1)N1CCCC1,-4.4%,-0.6%,10.3%,8.9%,-24.3%,-1.9%,5.1%,-3.8,-1.7%,-3.7%
COc1ccc(-c2oc3ncnc(NCCCO)c3c2-c2ccc(OC)cc2)cc1,9.6%,-1.2%,-23.9%,47.7%[activator],7.7%,-6.9%,/,-9.8,-4.9%,25.7%
O=C(Nc1ncnc2c1C(c1ccccc1)c1c(ccc3ccccc13)O2)c1ccccc1 (stereo not drawn),5.9%,-14.2%,/,/,/,/,-1.3%,-7.5,-4.9%,/
Cc1cc(NCCCn2ccnc2)n2nc(-c3ccc(F)cc3)cc2n1,-12.2%,2.1%,-17.9%,?,-2.3%,-2.9%,-12.5%,0.4,-6.7%,-12.3%
COCC(=O)N(Cc1cc2cc(OC)ccc2[nH]c1=O)c1ccccc1OC,30.3%,38.5%[activator],-0.2%,-7.9%,1.9%,8.1%,-12.5%,-0.5,-7.3%,5.0%

# The list is partial; count on the stated rates, not on these rows.
